Screens deposited in PubChem BioAssay by National Center for Advancing Translational Sciences (NCATS).
EPAC2 antagonist: qHTS for Antagonist of cAMP-regulated guanine nucleotide exchange factor 2 (EPAC2): primary screen. Rap guanine nucleotide exchange factor 4 (Homo sapiens), Q8WZA2. Potency, µM (top dose mostly 114 µM), for the others: at the top dose activity, negative = inhibition, usual class: inhibitors. EPAC2 GEF exchange of Rap1B-BODIPY-GDP, fluorescence. actives 0.18% (n = 360,000); also: potency is read from the fitted curve at half-maximal effect; % is scaled to controls: 0 for no effect and ±100 for the full control effect; nearly all actives have a fitted effect of over 45% in size; many of its hits are not listed in these tables
Mm-Cpn inhibitor: Inhibitors of TCP-1 ring complex (TRiC) of Methanococcus maripaludis (MmCpn): qHTS | purified Mm-Cpn ATPase, ADP Transcreener TR-FRET | Potency, µM (highest dose often 76.9 µM), for the others: top-dose activity, negative = inhibition, usual class: inhibitors | actives 0.031% (n = 330,000) | AID 504842, 2011; also: potency is read from the fitted curve at half-maximal effect; % is scaled to controls: 0 for no effect and ±100 for the full control effect; nearly all actives have a fitted effect of over 80% in size
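Eu-cryptate anti-ADP/ADP-d2 competition gives a ratio inversely related to ADP. Enzyme at 25 nM was pre-exposed to compound for 10 min, then given 10 uM ATP for 30 min, 37°C throughout.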
PI5P4Ka inh: qHTS for Inhibitors of phosphatidylinositol 5-phosphate 4-kinase (PI5P4K); AID 652105, 2013; actives 1.2% (n = 330,000); max response, %; Phosphatidylinositol 5-phosphate 4-kinase type-2 alpha (Homo sapiens), P48426; PI5P4Kalpha enzyme, ADP-Glo luminescence, 60 min; active compounds read low; active = max response of -50% or lower; inconclusive = between -30% and -50%; inactive = -30% or higher; also: value at the top dose of about 77 µM; % is scaled to controls: 0 for no effect and ±100 for the full control effect
Target sequence (P48426 whole entry, looked up): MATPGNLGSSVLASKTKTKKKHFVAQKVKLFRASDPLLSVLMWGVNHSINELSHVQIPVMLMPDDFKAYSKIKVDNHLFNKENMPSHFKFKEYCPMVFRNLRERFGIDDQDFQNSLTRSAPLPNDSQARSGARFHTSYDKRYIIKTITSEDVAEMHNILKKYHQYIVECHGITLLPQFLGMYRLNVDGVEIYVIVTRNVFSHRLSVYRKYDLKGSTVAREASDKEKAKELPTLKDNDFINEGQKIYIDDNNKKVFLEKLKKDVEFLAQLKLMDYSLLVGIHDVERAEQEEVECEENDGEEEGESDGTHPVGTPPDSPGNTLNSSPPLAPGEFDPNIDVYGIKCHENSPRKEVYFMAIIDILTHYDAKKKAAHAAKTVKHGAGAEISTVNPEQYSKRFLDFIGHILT
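Compounds were pin-transferred onto PI5P4Kalpha and substrate in HEPES pH 7.4 buffer with EGTA, CHAPS and 5% DMSO. ATP (5 microM final) started the reaction, which ran 60 minutes at room temperature before ADP-Glo detection.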
WRN inhibitor: qHTS for Inhibitors of WRN Helicase. WRN helicase unwinding, fluorescent forked duplex, kinetic. Potency, µM (top dose mostly 114 µM), for inactives: at the top dose activity change, negative = inhibition, hits mostly inhibitors. actives 0.46% (n = 360,000); also: potency is read from the fitted curve at half-maximal effect; % is scaled to controls: 0 for no effect and ±100 for the full control effect; nearly all actives have a fitted effect of over 55% in size
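Kinetic red-fluorescence monitoring (525/598 nm) tracks WRN helicase activity after 100 nM fluorophore-quencher forked duplex and 2 mM ATP are added to 20 nM enzyme pretreated 15 min at room temperature with compound.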
CCT modulator: High-Throughput Screening for Modulators of Cytosolic Chaperonin Activity | purified chaperonin ATPase assay, HTRF ADP detection, 30 min | activity change, % (test concentration not listed), hits read low | actives 0.3% (n = 360,000) | AID 651819, 2012; in the data active = activity change below about -30%; also: % is scaled to controls: 0 for no effect and ±100 for the full control effect
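TRiC (40 or 20 nM final, by batch activity) in 30 mM Tris pH 7.4, 100 mM KCl, 5 mM MgCl2, 1 mM DTT was treated with compound at 76 uM single dose, then 10 uM ATP, 30 min at 37 °C. ADP was read by HTRF Transcreener.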
PLK1 PBD block: qHTS for Inhibitors of PLK1-PDB (polo-like kinase 1 - polo-box domain): Primary Screen; actives 2.8% (n = 360,000); AID 720504, 2013; Plk1 PBD binding of FITC phosphopeptide, fluorescence polarization; Potency, µM, without a hit: max response, negative = inhibition, hits mostly inhibitors; also: potency is read from the fitted curve at half-maximal effect; series mostly up to about 57 µM; % is scaled to controls: 0 for no effect and ±100 for the full control effect; nearly all actives have a fitted effect of over 65% in size
Target sequence (P53350 whole entry, looked up, the tested form may be a part): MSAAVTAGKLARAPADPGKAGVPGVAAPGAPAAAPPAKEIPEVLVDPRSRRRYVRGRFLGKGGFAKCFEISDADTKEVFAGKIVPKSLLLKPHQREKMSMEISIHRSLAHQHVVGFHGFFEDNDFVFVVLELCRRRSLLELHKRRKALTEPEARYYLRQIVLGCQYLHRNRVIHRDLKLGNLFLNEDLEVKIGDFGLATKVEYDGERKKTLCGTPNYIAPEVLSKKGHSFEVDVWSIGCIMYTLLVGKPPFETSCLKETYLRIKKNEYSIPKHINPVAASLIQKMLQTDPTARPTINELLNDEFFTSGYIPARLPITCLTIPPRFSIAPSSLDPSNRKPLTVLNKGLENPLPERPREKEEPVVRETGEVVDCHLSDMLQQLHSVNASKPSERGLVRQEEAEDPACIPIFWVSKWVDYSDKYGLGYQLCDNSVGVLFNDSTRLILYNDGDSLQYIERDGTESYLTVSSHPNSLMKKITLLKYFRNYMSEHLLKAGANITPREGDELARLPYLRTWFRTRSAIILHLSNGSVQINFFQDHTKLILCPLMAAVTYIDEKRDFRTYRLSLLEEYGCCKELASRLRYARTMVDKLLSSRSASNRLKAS
EPAC1 antagonist: qHTS for Antagonist of cAMP-regulated guanine nucleotide exchange factor 3 (EPAC1): primary screen | EPAC1 GEF assay, Rap1b-BODIPY-GDP exchange fluorescence | Potency, µM (top dose mostly 115 µM), for the others: top-dose activity change, negative = inhibition, actives largely listed as inhibitors | actives 0.14% (n = 360,000);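 also: potency is read from the fitted curve at half-maximal effect; plate controls were vehicle for no effect and positive control for full effect; nearly all actives have a fitted effect of over 50% in size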
EPAC1 agonist: qHTS for Agonist of cAMP-regulated guanine nucleotide exchange factor 3 (EPAC1): primary screen; Potency, µM (doses to about 154 µM), inactives show at the top dose activation, usual class: activators; Rap guanine nucleotide exchange factor 3 (Homo sapiens), O95398; EPAC1 agonist qHTS, biochemical assay; response scale: 100% = response to 6.5 mM cAMP; actives 0.073% (n = 360,000); also: potency is read from the fitted curve at half-maximal effect; nearly all actives have a fitted effect of over 60% in size
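EPAC1 100 nM, Rap1B–BODIPY-GDP 250 nM, unlabeled GDP 50 uM; compound titration; 5 min RT; kinetic read ex480/em540 at 5-min intervals ×30 min; data normalized to 6.5 mM cAMP agonist control.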
An asterisk follows results filed as active; ? = inconclusive; . = no result given; [ ] = dose if it differs, or a comment. Unless noted, calls follow the shape of the dose curve; as a rule, active = well fitted curve in the direction sought with a large enough effect; inconclusive = small, poorly fitted or top-dose-only effect, or another doubt; inactive = no such curve, though single readings can be large; an effect the other way counts as inactive or inconclusive.

| SMILES | EPAC2 antagonist | Mm-Cpn inhibitor | PI5P4Ka inh | WRN inhibitor | CCT modulator | PLK1 PBD block | EPAC1 antagonist | EPAC1 agonist |
| --- | --- | --- | --- | --- | --- | --- | --- | --- |
| CCCCNCc1cc(Cl)c(OCCC)c(OCC)c1 | 4.9% | -0.9% | . | 11.0% | -2.1 | -7.9% | 7.0% | 10.1% |
| CCc1ccccc1NC(=O)c1cccs1 | 9.2% | -0.3% | 3.1 | 6.2% | -0.6 | -9.3% | 10.0% | 4.2% |
| Cc1c(Br)c([N+](=O)[O-])nn1CC(=O)Nc1nccs1 | -6.5% | -1.0% | 7.4 | -2.7% | 2.2 | -9.8% | -1.5% | 6.9% |
| CCCC(=O)Nn1cnc2c(c1=O)C1(CCCCC1)Cc1ccccc1-2 | 2.9% | 0.0% | -2.9 | -12.9% | -0.9 | -3.9% | -2.4% | 13.9% |
| CN(CC(=O)Nc1ccc(F)cc1)C(=O)c1ccncc1 | 11.1% | 1.6% | 7.4 | -11.8% | 0.9 | 0.3% | 1.4% | -4.4% |
| O=C(CSc1ccc(-c2ccc(F)cc2)nn1)NCC1CCCO1 (configuration not stated) | 1.0% | 2.9% | -4.2 | 0.4%[57.1 µM] | -5.5 | 8.4% | -7.4% | -3.0% |
| COc1ccc(N2C(=O)CC(Sc3nnc(-c4ccccc4)o3)C2=O)cc1 (configuration not stated) | -1.1% | -27.7% | -5.2 | -5.3% | -0.6 | 0.0% | -8.6% | 0.0% |
| Cc1nc2ccccc2c(=O)n1CC(=O)N1CCOCC1 | 2.3% | -3.3% | 0.3 | -0.7% | 0.8 | 3.7% | 10.5% | 1.3% |
| COCCOC(=O)CSc1ncccc1-c1nc2cc(C)c(C)cc2[nH]1 | -12.1% | -7.7% | -4.4 | 0.0% | -2.2 | -2.4% | -3.3% | 2.1% |
| Cc1cccc2cc3c(NC(=O)c4ccccn4)nn(C)c3nc12 | 0.0% | 1.1% | 13.5 | -7.9% | 0.8 | -8.5% | ? | -6.7% |
| CCCCn1c(N)c(N(CC(C)C)C(=O)c2ccc(S(=O)(=O)N3CCCCCC3)cc2)c(=O)[nH]c1=O | -2.9% | -0.9% | 2.0 | 4.9% | -0.2 | -8.6% | 0.8% | 16.9% |
| Cc1ccccc1C(=O)NC(C)C1CC2CCC1C2 (configuration not stated) | 4.4% | 0.7% | 0.0 | -5.8% | -0.3 | 0.6% | -18.4% | -2.9% |
| COc1ccc(/C=N/NC(C)(C)C)c(OC)c1 | -1.6% | -2.7% | -1.4 | -6.1% | -3.7 | -24.3% | -18.4% | 2.9% |
| CC(C)(C)C(=O)NC1CCN(S(=O)(=O)c2cccc(C(F)(F)F)c2)CC1 | -13.8% | 1.2% | 2.5 | -18.1% | 0.3 | -2.6% | -11.6% | -3.4% |
| Cc1nc(CC(C)C)cc(C(=O)N2CCCC(CNS(=O)(=O)c3cccs3)C2)n1 (configuration not stated) | 1.7% | -0.1% | 2.2 | -5.4% | -1.7 | -7.8% | -13.1% | -5.1% |
| O=S1(=O)N=C(N/N=C/C=C/c2ccccc2)c2ccccc21 | -1.2% | ? | -6.5 | -12.0% | 0.9 | -0.7% | -2.9% | -1.1% |
| CCN(CC(=O)Nc1c(F)cccc1F)C(=O)c1ccc2c(c1)S(=O)(=O)N=C1CCCCCN12 | -4.2% | -0.8% | 1.3 | -9.0% | 2.2 | -9.7% | -17.1% | -5.3% |
| COc1cc(C(=O)NCCCOC(C)C)ccc1OC1CCN(C(C)=O)CC1 | 0.1% | 1.0% | 1.5 | 5.3% | -1.8 | 2.4% | 16.3% | 3.2% |
| Clc1cccc(-c2nnc(SC/C=C/c3ccccc3)n2Cc2ccco2)c1 | 1.0% | 0.9% | . | -13.9% | 1.3 | -10.9% | 3.6% | 14.3% |
| O=c1c2ccccc2nc2ccc(NCc3ccco3)nn12 | 12.4% | -1.4% | -26.3 | ? | 1.2 | -9.4% | -3.1% | 4.8% |
| S=C(Nc1ccc(Cl)cc1)N(CCCN1CCOCC1)Cc1cccs1 | -3.1% | 0.5% | 0.2 | -1.6% | -3.7 | -4.2% | 10.7% | 0.3% |
| COC(=O)NCc1cccc(CNC(=O)OC)c1 | 2.8% | -0.1% | 5.4 | -9.6% | -1.0 | -1.1% | -2.3% | 1.0% |
| COc1ccc(OCC(=O)Nc2ccc(NC(=O)c3ccco3)c(C)c2)cc1 | -0.1% | 0.3% | 5.2 | 4.2% | 1.4 | -19.9% | -2.8% | -10.7% |
| Cc1nonc1NC(=O)CSc1nc2cc(Cl)ccc2c2c1CCCC2 | 3.4% | -3.3% | . | -20.3% | -4.9 | -5.7% | 5.7% | 2.3% |
| COc1ccc(-c2nc(N3CCCC3)[nH]c(=O)c2C#N)cc1 | -4.7% | 0.6% | . | -5.7% | 2.3 | -0.2% | 1.5% | 6.7% |
| Cc1ccc(Oc2nnc(-c3cccs3)c3ccccc23)cc1 | 19.5% | 1.4% | 5.0 | 4.4% | -1.3 | -11.1% | 10.0% | -3.5% |
| CC(C)c1c(O)nc(SCCC(=O)O)[nH]c1=O | 1.8% | -3.6% | . | 5.3% | 0.5 | -1.5% | 0.0% | 0.0% |
| Cc1ccc(NC(=O)CSc2nnc(C3CC3)n2C)cc1S(=O)(=O)N1CCCCC1 | 8.4% | 0.2% | -0.6 | 8.6% | 1.2 | 1.7% | 7.4% | -1.4% |
| O=C1c2ccccc2C(=O)N1CCOc1ccc(F)cc1 | -3.0% | -1.9% | 0.2 | 0.7% | 0.0 | 2.0% | -12.5% | -5.7% |
| O=C(C1=C[C@H](C2CC2)C[C@H](OCCCCO)O1)N1CCOCC1 | -2.7% | . | -1.9 | -14.3% | 0.9 | -5.6% | -23.7% | 0.2% |
| CCn1ccc(C(=O)Nc2ccccc2SC)n1 | -17.0% | 0.4% | -0.5 | -0.1% | 0.3 | -18.1% | ? | -3.9% |
| CN(Cc1ccc(-n2cccn2)cc1)Cc1nc(-c2cnccn2)no1 | 1.7% | 0.4% | -5.2 | -1.5%[57.1 µM] | -0.9 | -1.2% | -17.4% | -4.3% |
| C=CCCCN(Cc1ccccc1)S(=O)(=O)c1ccccc1Br | ? | -1.0% | 12.5 | -9.7% | -0.6 | -23.9% | 2.6% | -24.8% |
| O=C(N/N=C/c1ccncc1)c1ccc(OCc2ccccc2)cc1 | -5.0% | 0.8% | 4.3 | -1.9% | 0.7 | 1.4% | -14.4% | 3.5% |
| CCCCn1c(C)cc(C)c(S(=O)(=O)c2ccccc2C)c1=O | -29.4% | -0.4% | -1.1 | 1.9% | -2.7 | 0.6% | -6.0% | -0.3% |
| COc1ccc(OCC(=O)N/N=C(\C)c2cccs2)cc1 | 6.8% | 1.3% | -1.8 | 1.7% | -0.8 | -5.8% | 1.6% | 4.1% |
| CCc1ccccc1NC(=O)CN1CCN(C(=O)CCC(=O)N2CCC(c3ccccc3)=N2)CC1 | -2.0% | -0.4% | -4.3 | -13.4% | 0.1 | -0.9% | 3.8% | -1.3% |
| CC(C)c1cc(C(F)(F)F)nc(NNc2nc(C(C)C)cc(C(F)(F)F)n2)n1 | -17.7% | . | 6.7 | -7.1% | -0.3 | -0.6% | -5.1% | -29.7% |
| CCOC(=O)CCn1nc(-c2ccc(C)cc2)c2ccccc2c1=O | ? | 0.3% | -4.8 | 2.9% | 3.0 | -1.4% | -11.0% | -8.0% |
| CCCN(CC(=O)NC(=O)NCc1ccccc1)CC(=O)Nc1ccc(F)c(F)c1F | -11.4% | . | 33.1 | 4.7% | -0.6 | -8.3% | -15.6% | 3.7% |
| O=C(Nc1ccc(N2CCOCC2)cc1)c1ccc([N+](=O)[O-])o1 | 3.4% | -1.2% | 3.0 | 11.7% | 1.5 | -3.1% | 28.2% | 5.4% |
| O=C(O)Cn1c(SC2CCCCC2)nc2ccccc21 | 5.1% | -2.1% | -4.5 | 2.9% | -1.3 | -7.4% | -4.3% | 14.0% |
| CCOc1ccc(/C=N/NC(=S)NC2CC3CC2C2C=CCC32)cc1 (configuration not stated) | 1.0% | 0.1% | 24.1 | -9.5% | -0.5 | 5.9% | 4.0% | -2.1% |
| CN(C1=NC(=O)CS1)c1ccc(O)cc1 | 6.1% | 1.6% | -0.2 | -1.8% | -1.9 | 3.3% | -7.1% | 0.4% |
| Cc1nc(SCC(=O)N(CC(C)C)C2CCS(=O)(=O)C2)c2c(C)c(C)sc2n1 (configuration not stated) | 9.6% | -0.2% | 3.5 | 2.4% | -0.9 | 1.2% | 7.3% | -0.9% |
| COCCNC(=O)C1(C)CCCN(Cc2cc3ccccc3o2)C1 (configuration not stated) | 8.3% | . | 4.7 | 4.2%[57.1 µM] | 0.8 | -8.6% | 4.5% | -14.3% |
| COc1cc([N+](=O)[O-])ccc1NC(=O)NNC(=O)CCc1ccccc1 | 2.7% | 0.9% | 0.8 | 1.0% | 1.2 | -0.1% | -3.7% | 16.3% |
| COc1ccc(NC(=O)CN(C)C2CCCCC2)cc1Cl | 4.4% | -1.1% | 0.9 | -2.9% | -2.3 | 5.1% | 5.9% | 11.2% |
| Cc1ccc(S(=O)(=O)N(C)CC(=O)NCCCn2nc(C)cc2C)cc1 | 0.1% | -0.2% | 5.8 | 3.4% | 1.3 | -17.6% | ? | -5.2% |

2 neighbouring entries out of the list so far, for reference:
| SMILES | EPAC2 antagonist | Mm-Cpn inhibitor | PI5P4Ka inh | WRN inhibitor | CCT modulator | PLK1 PBD block | EPAC1 antagonist | EPAC1 agonist |
| --- | --- | --- | --- | --- | --- | --- | --- | --- |
| COc1ccc(NC(=O)CN(C)C2CCCCC2)cc1Cl | 4.4% | -1.1% | 0.9 | -2.9% | -2.3 | 5.1% | 5.9% | 11.2% |
| Cc1ccc(S(=O)(=O)N(C)CC(=O)NCCCn2nc(C)cc2C)cc1 | 0.1% | -0.2% | 5.8 | 3.4% | 1.3 | -17.6% | ? | -5.2% |

Some of the compounds tested; count on the stated rates, not on these rows.
